# DAX1 inh-1 = NR0B1 (DAX1) inhibition | HEK293 Gal4-DAX1 luciferase reporter, luminescence | inhibition, % at 6.75 µM | 0.99% of 340,000 active | AID 504766;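 active means inhibition above the mean over all tested compounds plus 3 SD, cut at about 4.2% in these data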;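 further: 0% = DAX1-transfected cells with DMSO and 100% = empty-vector control cells with DMSO; inhibition shows as a rise in luminescence from relieved DAX1 repression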
# hcDAF-12 act = activates DAF-12 receptor from parasite H. contortus; 1.4% of 370,000 active; activation, % at 6.8 µM; HEK293 hcDAF-12 lit1-tk-luc reporter, luminescence; 0% DMSO, 100% Δ7-dafachronic acid;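 active means activation above the mean of all tested compounds plus 3 SD, cut at about 5.5% in these data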;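 further: 100% = response to 3 µM Δ7-dafachronic acid high control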
# GAA850 FXN act = increases GAA850 frataxin promoter reporter activity | HEK293 lucGAA850 FXN promoter luciferase reporter, 24 h; percent of 10 µM SAHA response | activation, % at 6 µM | 0.56% of 360,000 active;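 active means activation above the average of all compounds screened plus 3 SD, cutoff fixed separately per campaign, cut at about 7.5% in these data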;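 further: 0% = DMSO wells and 100% = 10 µM SAHA wells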
# PLCb3 inh = blocks human PLC-beta3 enzyme activity; Q01970; Purified PLC-beta3, fluorogenic substrate, fluorescence; inhibition, % at 12.2 µM; 0.18% of 370,000 active; AID 720704; in the data active means inhibition above about 11%;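 further: 0% = median of compound wells on plate and 100% = full blocker control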
# HGIII-sPLA2 inh = Blocks human group III sPLA2 activity; inhibition, % at 12.2 µM; 0.56% of 370,000 active; QFRET BODIPY PC-A2 liposome hydrolysis, fluorescence;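 active means inhibition above mean plus 3 SD of compounds lying within the high and low control bounds, cut at about 19% in these data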;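 further: 0% = median of test compound wells and 100% = no enzyme DMSO wells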
# ADAM17 inh = inhibits human ADAM17. 0.83% of 370,000 active. AID 720648. recombinant ADAM17, EDANS/DABCYL FRET peptide cleavage. inhibition, % at 6.95 µM. P78536;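 active means inhibition above the mean of compounds lying between control limits plus 3 SD, set per campaign, cut at about 8.5% in these data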;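 further: 0% = DMSO-only wells as the low control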
# ADAM10 inh = inhibitors of human ADAM10 | AID 720582 | recombinant ADAM10, EDANS/DABCYL FRET peptide cleavage, 3 h | O14672 | inhibition, % at 7 µM | 0.62% of 370,000 active;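 active means inhibition above a per-campaign cutoff equal to the mean of compounds falling between control-based bounds plus 3 SD, cut at about 20% in these data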;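 further: 0% = DMSO wells while the 100% control is not disclosed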
# hgDAF-12 ag = activates the H. glycines DAF-12 receptor ligand-binding domain; activation, % at 6.8 µM; HEK293 GAL4-hgDAF12 UAS-luciferase reporter, agonist luminescence; normalized to butyrate control; 1.8% of 370,000 active;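 active means activation above a cutoff set at the mean of all screened compounds plus 3 SD, cut at about 10% in these data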;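 further: 0% = DMSO wells and 100% = sodium butyrate wells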
# PLCg1 inh = inhibitors of human phospholipase C gamma1; 0.84% of 370,000 active; P19174; inhibition, % at 12.2 µM; purified PLC-gamma1, fluorogenic substrate, fluorescence; in the data active means inhibition above about 9.5%
# ssDAF12 agonist = S. stercoralis DAF-12 activation, primary screen. HEK293 ssDAF-12/GRIP1 lit1-tk-luc reporter, luminescence; % of 3 µM dafachronic acid response. activation, % at 6.8 µM. 1% of 370,000 active. AID 652126;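 active means activation above the mean over all tested compounds plus 3 SD, cut at about 0.9% in these data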;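 further: 0% = DMSO-only wells and 100% = 3 µM delta7-dafachronic acid wells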
# DAX1 inh-2 = inhibitors of DAX1 repression of SF-1 activated StAR promoter; HEK293T StAR-luciferase reporter, SF-1/DAX-1 repression relief; inhibition, % at 6.8 µM; 1.1% of 370,000 active; AID 652010;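 active means inhibition above the mean over all tested compounds plus 3 SD, cut at about 3.6% in these data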;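 further: 0% = DAX-1 cells with DMSO and 100% = cells lacking DAX-1 with DMSO; higher inhibition means more luminescence from relief of DAX-1 repression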
# Starred values were filed as active, the others as inactive; . = no result given; & = joins results of further samples. An unsorted share of the library. About 6.9% of those tested had a hit in this group.
# Start of the listing, in advance, two compounds:
SMILES,DAX1 inh-1,hcDAF-12 act,GAA850 FXN act,PLCb3 inh,HGIII-sPLA2 inh,ADAM17 inh,ADAM10 inh,hgDAF-12 ag,PLCg1 inh,ssDAF12 agonist,DAX1 inh-2
CCN1CCCC1CNC1=NCCCCC1 (stereo not given),1.4,-1.1,0.0,1,3,-3,2,0.4,-1,-1.5,0.0
O=C(CNC(=O)c1nc[nH]c1C(=O)N1CCNCC1)OCc1ccccc1,1.1,-0.8,-0.4,3,4,0,-2,-1.1,1,-1.1,0.4

# The whole of this part, from the first entry:
SMILES,DAX1 inh-1,hcDAF-12 act,GAA850 FXN act,PLCb3 inh,HGIII-sPLA2 inh,ADAM17 inh,ADAM10 inh,hgDAF-12 ag,PLCg1 inh,ssDAF12 agonist,DAX1 inh-2
CCN1CCCC1CNC1=NCCCCC1 (stereo not given),1.4,-1.1,0.0,1,3,-3,2,0.4,-1,-1.5,0.0
O=C(CNC(=O)c1nc[nH]c1C(=O)N1CCNCC1)OCc1ccccc1,1.1,-0.8,-0.4,3,4,0,-2,-1.1,1,-1.1,0.4
CN(CC(=O)Nc1c(Cl)cccc1Cl)C(=O)c1ccc(NS(=O)(=O)c2ccc3[nH]c(=O)[nH]c3c2)cc1,0.9,-0.3,2.0,-1,-2,-2,-2,-1.9,1,-1.2,0.7
O=C1c2cccnc2C(=O)N1CO,1.1,-0.6,0.0,6,4,-4,-5,-0.1,-1,-1.0,0.2
CCC(c1nc2ccccc2[nH]1)n1c(=O)c(-c2cccs2)nc2ccccc21 (stereo not given),.,-1.3,.,-114,3,-67,-244,1.5,-78,-1.6,2.1
CCc1nnc2n1N=C(c1ccc(Br)cc1)CS2,1.4,-2.1,5.1,-2,-7,-2,2,-1.1,2,-0.5,-0.3
O=C1C(=O)N(CC2COc3ccccc3O2)c2ccccc21 (stereo not given),-1.8,-1.6,0.9,-5,12,-2,1,1.3,0,-1.2,-0.2
O=C(Nc1ccn(CCCN2CCC(N3CCOCC3)CC2)c(=O)n1)OCc1ccccc1,1.6,0.3,-0.4,-2,7,-2,-13,-1.9,3,-0.6,-0.9
O=C(OCc1c(F)cccc1Cl)c1cccnc1Cl,0.0,0.2,-0.3,-8,1,-1,1,4.9,-7,-1.2,-0.4
COc1cc2nc(-c3cccs3)oc(=O)c2cc1OC,0.3,1.1,-0.3,-7,4,-3,5,1.5,-4,-0.5,-0.1
Cc1ccc(-c2nn(-c3ccccc3)c3[nH]c(=O)c(CNCc4ccccc4)cc23)cc1,1.2,-1.1,0.7,-99,-29,-16,-31,-0.7,-110,-1.7,-1.2
CCCCNC(=O)CSc1nc(O)cc(=O)n1C1CCCC1,-0.8,0.0,1.6,-7,4,-4,1,0.5,-1,-1.2,0.8
c1ccc(CCNc2ncnc3c2cnn3-c2ccccc2)cc1,1.4,2.9,3.2,-2,-23,2,11,12*,0,0.8,3.7*
CCOC(=O)C1NN=C(C(=O)c2ccc(C)cc2)C1c1ccc(C)cc1 (stereo not given),-0.2,-2.1,0.0,-4,-16,-1,1,-1.2,-6,-1.6,0.2
Oc1ccccc1/C=N/n1c(-c2ccccc2)n[nH]c1=S,-0.5,-1.9,1.1,-9,8,-8,2,1.3,-7,-0.8,0.2
C#CCOCCOCCOCCNc1nc(N2CCN(C(=O)C([C@@H](C)CC)n3cc(C(N)COC(=O)C(F)(F)F)nn3)CC2)nc(N2CCN(C(=O)[C@H](CCC(=O)O)n3cc(C(N)CC(C)C)nn3)CC2)n1 (stereo not given in full),.,0.0,.,-3,0,-2,-3,-1.3,-3,-0.8,0.4
CCN(CC(=O)NCc1ccc(Cl)cc1)C(=O)NCc1ccc(Cl)cc1,1.6,0.7,-1.2,-5,3,-3,0,-2.6,-3,-1.6,-0.3
CCOC(=O)CN1C(=O)CC(c2ccccc2)C1=O (stereo not given),-0.1,0.0,-0.1,5,4,-3,-9,-2.9,2,0.0,-0.1
Oc1c(Br)cc(/C=N/NC(=S)NCc2ccco2)cc1Br,0.6,0.7,-0.8,-34,7,-25,-88,-0.1,-20,-1.6,-0.2
CC(=O)Nc1ccc(-c2cc(-c3ccc(NC(C)=O)cc3)nc(-c3ccccc3)n2)cc1,-0.9,-1.2,-0.9,-81,-2,-11,-28,1.4,-68,-1.2,0.4
CCCCCCCc1c(C)nc(N2CCOCC2)[nH]c1=O,2.2,3.2,1.0,3,4,1,2,-0.8,0,-0.8,-1.0
Cc1nn2c3c(cnc2c1-c1ccccc1)C(=O)CC(c1ccco1)C3 (stereo not given),-1.6,-1.0,-0.2,-40,-13,0,-2,1.9,-29,-1.3,0.1
O=C(Nc1nc(-c2ccccc2)c(-c2ccccc2)o1)c1ccc(F)cc1,-0.7,-1.4,1.3,-12,3,6,19,-0.8,-6,-1.1,-0.7
COc1ccc(C2CC(c3ccc(F)cc3)Nc3nc(N)nn32)cc1OC (stereo not given),2.3,-1.2,1.4,-14,8,-2,-10,0.6,-13,-0.8,0.7
CS(=O)(=O)N1CCN(c2ccccc2NC(=S)NC(=O)c2ccccc2[N+](=O)[O-])CC1,-1.8,-2.0,-1.4,8,11,-1,3,-8.0,9.9*,-2.4,-1.8
CC(=O)c1ccc(N2CCN(C(=O)Cc3n[nH]c(=O)c4ccccc34)CC2)cc1,0.6,-0.3,-0.9,-10,-1,-5,-12,-3.7,-5,-1.9,0.2
O=C(OC1CCOC1=O)c1cc(-c2cccc(Br)c2)nc2ccccc12 (stereo not given),0.2,1.0,0.1,-4,0,-4,-2,5.9,2,-0.7,0.1
COc1cccc(-c2nc(CCl)cs2)c1OC,-1.7,-1.4,1.1,-7,3,-5,-16,3.2,-1,-1.7,0.4
O=C(Nc1cnn(C23CC4CC(CC(C4)C2)C3)c1)c1cnn2cccnc12,0.4,4.1,10*,3,3,1,3,14*,-1,1.2*,5.8*
C[C@@]12CCC=C[C@H]1[C@H](c1ccoc1)N(Cc1ccccc1)C2=O,-0.6,-2.1,1.0,-3,-4,-1,2,0.8,-1,-1.5,-0.4
Cc1cc(C)nc(N2CCN(C(=O)CCC(=O)Nc3nnc(C(C)C)s3)CC2)n1,0.9,-1.3,0.4,-9,-4,-5,-9,-0.6,-2,-0.5,0.3
S=C1NC[C@H](Cc2ccccc2)N1CCCCC1CCCCC1,0.6,0.4,1.4,0,-29,0,4,2.0,-4,-1.1,-0.3
O=C(NC(=S)Nc1ccccc1O)c1cncc(Br)c1,3.9,2.8,3.9,-8,14,-1,1,5.0,0,-1.2,0.2
CCCc1nc2ccccc2n1C(CCSC)C(=O)NC(C)(C)C (stereo not given),.,-0.9,.,1,4,4,-1,-0.7,2,-1.4,0.4
CC(=O)Nc1c2c(nn1-c1ccc(Cl)cc1)CSC2,0.1,-1.2,2.6,-6,1,2,-2,-0.5,1,-1.2,-1.3
O=C(NCc1cccc(C(F)(F)F)c1)C1CC(c2ccccc2[N+](=O)[O-])=NO1 (stereo not given),0.1,3.2,1.7,-3,5,-2,-4,3.4,1,-0.4,-0.2
COC(=O)Nc1ccc(Oc2ccccc2)cc1,0.4,0.8,2.1,-1,-1,5,11,3.6,4,-0.8,-0.3
CN(CC(=O)NCCc1ccc(S(N)(=O)=O)cc1)S(=O)(=O)c1ccc(Br)s1,-0.5,-2.4,-0.5,-8,7,-3,6,0.1,0,-0.6,-0.3
CC1=C(C#N)C(c2ccc(O)cc2)C2=C(CC(C)(C)CC2=O)N1 (stereo not given),0.2,2.3,1.7,-117,-1,-61,-181,-1.1,-103,-1.1,-0.5
CN(Cc1ccccc1)N=Nc1ccccc1,0.9,1.4,-0.3,2,4,-1,-11,3.9,3,-0.7,-0.8
CC1CC(C)CN(CCCNC(=O)C2CCN(c3nnc(-n4cccc4)s3)CC2)C1 (stereo not given),0.3,-2.8,0.3,-4,-6,-2,-14,0.7,0,-1.1,0.5
O=[N+]([O-])c1ccccc1C=NNc1ccccc1,-1.2,1.0,2.4,-7,-4,0,-1,5.3,-3,-0.3,1.4
Cc1cc(Br)cn2c(Cc3ccccc3)c(-c3ccc(Cl)cc3)nc12,.,0.5,.,-3,0,-3,-9,1.0,-4,-0.5,-0.3
CCN(CC)c1ccc(/C=N/NC(=O)CNC(=O)/C=C/c2ccco2)cc1,1.1,0.2,1.9,-40,6,-50,-102,1.3,-14,-1.1,-0.6
O=c1[nH]c(-c2ccco2)nc2sc3c(c12)CCCC3,2.5,2.3,3.8,-34,19,4,-7,13*,-26,0.8,3.1
O=C(C1CC1)N(CCc1ccccc1)Cc1nc2ccccc2c(=O)[nH]1,-1.0,-1.8,-1.3,-1,10,-3,7,2.6,-2,-1.3,0.7
CCC(=O)Nc1cccc(-c2nnc(SCC(=O)NCc3ccco3)n2C)c1,2.3,-1.3,3.2,1,3,-2,-3,0.3,-2,-1.6,0.5
O=C(NCCS(=O)(=O)N1CCCCC1)c1ccc2c(c1)OCO2,0.2,-0.6,0.9,-6,0,0,2,-0.2,-1,-0.5,-0.3
COc1ccc(-n2c(SCC(=O)NCC3CCCO3)nnc2-c2ccncc2)cc1 (stereo not given),.,-0.6,.,2,-4,2,2,7.6,1,-1.6,-0.3
Cc1ccc(CCNC(=O)C(C)n2nc(C)c3c(C)n(-c4ccccc4)nc3c2=O)cc1 (stereo not given),0.5,-0.9,-1.4,1,1,1,-9,2.4,0,-0.8,-2.5
COc1ccc(Oc2cn[nH]c2-c2ccc(OCC(=O)NN)cc2O)cc1,-0.8,-1.0,-0.7,-1,-23,4,10,0.3,-2,-0.9,-0.2
CCN(C[C@H]1N[C@@](C)(C(=O)OC)[C@H]2C(=O)N(C)C(=O)[C@@H]12)S(=O)(=O)c1ccc(OC(F)(F)F)cc1,2.2,0.3,0.4,0,3,-3,-12,-0.2,0,-1.1,0.0
COc1ccccc1NC(=O)C(C)OC(=O)c1cccc(-n2cnnn2)c1 (stereo not given),1.0,-0.7,-1.0,-5,-6,-1,-4,-1.2,-5,-1.2,0.1
COc1cc([C@@H]2[C@H]3CN(C)CC=C3C(C#N)=C(N)C2(C#N)C#N)cc2c1OCO2,1.1&0.5,0.8,2.0&2.2,-93,-3,-17,-70,2.7,-75,-1.2,0.2
Cc1onc(-c2c(F)cccc2Cl)c1C(=O)O/N=C(\N)c1ccc([N+](=O)[O-])o1,-0.9,-1.0,-1.8,-5,-5,1,-2,-0.8,3,-1.0,-1.5
CN(c1ccc(OCC(=O)N2CCOCC2)cc1)S(=O)(=O)c1ccc(F)cc1,-0.6,0.0,1.9,-5,-6,-3,5,-0.1,0,-1.3,0.7
CC(C)[C@H](NC(=O)N1c2ccccc2NC(=O)[C@@H]1C(C)C)C(=O)N[C@H](Cc1ccccc1)C(=O)O,2.6,0.5,-0.6,3,6,-2,-13,6.4,1,-0.9,0.6
CCOc1cccc(/C=N/Nc2nc(N3CCCC3)nc(N3CCCC3)n2)c1O,0.2,-1.2,1.7,-5,-5,-4,-3,1.2,-5,-1.3,-0.6
Cc1cc(C(=O)N/N=C/c2ccc([N+](=O)[O-])cc2)c(C)o1,0.6,-1.0,2.2,0,-2,3,-3,11*,4,-0.8,-1.0

# Assay outcomes (PubChem)
